# SUMO HTRF inh – inhibitors of in vitro SUMOylation cascade, primary screen, biochemical, HTRF, uHTS; SUMO-conjugating enzyme UBC9 (Homo sapiens), P63279; HTRF SUMOylation assay, SAE1/SAE2 + UBC9; inhibition, % at 35 µM; 290,000 compounds, 0.36% hits; in the data active = inhibition above about 50%, passing the limit was not always enough; note: strong numbers were not always called active
# Target sequence (P63279 whole entry, looked up): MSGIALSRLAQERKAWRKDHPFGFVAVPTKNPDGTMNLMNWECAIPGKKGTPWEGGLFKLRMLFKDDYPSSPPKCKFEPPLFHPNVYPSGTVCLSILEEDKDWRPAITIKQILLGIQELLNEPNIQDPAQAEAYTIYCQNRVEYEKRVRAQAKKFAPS
# NALP1 yeast inh – NALP1 inflammasome inhibitors in reconstituted yeast, colorimetric, S. cerevisiae, triplicate retest; S. cerevisiae NALP1/ASC/caspase-1 growth, X-gal OD620, 72 h; inhibition, % at 10 µM; 280,000 compounds, 0.61% hits; AID 2071, 2009; in the data active = inhibition mostly above about 24%, no sharp cut-off; inactive = mostly below about 32%; note: some compounds called inactive have numbers as strong as hits
# MEKK2mut PB1 HTS – MEK5 binding signal on mutant MEKK2 PB1, primary screen, biochemical, multiplex bead flow cytometry, Alexa488-MEK5 | Alexa488-MEK5 binding to MEKK2 mutant | percent response, % at 10 µM | 290,000 compounds, 0.35% hits | AID 1530, 2009; in the data active = percent response above about 24%, passing the limit was not always enough; note: inactives centre near 1; some results filed as inactive read as strong as hits
# VIM-2 inhibitor – VIM-2 metallo-beta-lactamase inhibitors, primary screen, biochemical, epi-absorbance readout, Pseudomonas aeruginosa enzyme | purified VIM-2, nitrocefin hydrolysis, epi-absorbance fluorescence | inhibition, % at 5.6 µM | 290,000 compounds, 0.89% hits | AID 1527, 2009;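 active = inhibition above the mean of all tested compounds plus 3 SD, cutoff set per screening run, cut at about 7.5% in these data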;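 note: red hydrolysis product quenches plate fluorescence so inhibitors raise well fluorescence; 0% = enzyme with DMSO and 100% = DMSO without enzyme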
# M18AAP inhibitor – PfM18AAP inhibitors, malaria aminopeptidase, primary screen, biochemical, QFRET, recombinant enzyme. inhibition, % at 7.35 µM. M18 aspartyl aminopeptidase (Plasmodium falciparum 3D7). 290,000 compounds, 1.2% hits. H-Glu-NHMec fluorogenic cleavage;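 active = inhibition above the campaign mean inhibition over all tested compounds plus 3 SD, cut at about 28% in these data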;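 note: 0% = plate median of test compound wells and 100% = 2 mM ZnCl2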
# MEKK2wt PB1 HTS – modulators of MEK5 binding to wildtype MEKK2, primary screen, biochemical, multiplex bead flow cytometry, Alexa488-MEK5. Alexa488-MEK5 binding to MEKK2 WT; actives lie on both sides. binding response (% of control), % at 10 µM. 290,000 compounds, 1.1% hits. AID 1531, 2009; in the data active = binding response below about 67% or above about 130%
# DNA FID counter – compounds displacing fluorescent DNA intercalator, primary screen, artefact control for HCV NS3 helicase inhibitor project, biochemical, FID fluorescence | AID 1845, 2009 | 290,000 compounds, 0.17% hits | inhibition, % at 7.9 µM | DNA fluorescent intercalator displacement; in the data active = inhibition above about 37%;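 note: 0% = vehicle and 100% = reference compound; higher means more ethidium bromide displaced from hairpin DNA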
# NS3 helicase inh – inhibitors of HCV NS3 helicase, primary screen, biochemical, Cy5 molecular beacon fluorescence; Hepatitis C virus NS3 helicase; inhibition, % at 10.9 µM; NS3 helicase DNA unwinding; AID 1800, 2009; 290,000 compounds, 0.56% hits;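 active = inhibition above the mean of all tested compounds plus 3 SD, set per campaign, cut at about 35% in these data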;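 note: 0% = DMSO wells and 100% = thioflavine S control wells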
#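 System: NS3 helicase fragment of HCV / Schedule: 1 h at 25 °C / Control set: DMSO alone as 0% and 110 µM thioflavine S as 100% / Reagent: Cy5/quencher beacon DNA duplex and ATP to start / Technique: Cy5 fluorescence / Replication: singlicate / Evaluation: % inhibition of end-to-start signal ratio versus controls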
# IMP-1 inhibitor – IMP-1 metallo-beta-lactamase inhibitors, primary screen, biochemical, epi-absorbance readout, Pseudomonas aeruginosa enzyme. purified IMP-1, nitrocefin hydrolysis, epi-absorbance fluorescence. inhibition, % at 5.6 µM. 290,000 compounds, 0.45% hits. AID 1556, 2009;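 active = inhibition above the mean plus 3 SD of all compounds in the same screening run, cut at about 4.5% in these data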;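 note: 0% = IMP-1 with DMSO and 100% = DMSO wells lacking enzyme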
#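 System: Purified IMP-1 | Read-out basis: Percent enzyme inhibition | Controls: IMP-1 with DMSO as 0%, enzyme-free DMSO as 100% | Replicates: One well per compound | Doses: 5.6 µM nominal single concentration | Detection: Epi-absorbance fluorescence, 480 nm excitation, 530 nm emission | Incubation: 25 °C, 15 min preincubation, 25 min reaction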
# * = called active by the depositor; x = not tested or not shown.
SMILES,SUMO HTRF inh,NALP1 yeast inh,MEKK2mut PB1 HTS,VIM-2 inhibitor,M18AAP inhibitor,MEKK2wt PB1 HTS,DNA FID counter,NS3 helicase inh,IMP-1 inhibitor
COc1ccc(N(Cc2ccc(N(C)C)cc2)C(=O)c2ccc(S(C)(=O)=O)cc2)cc1,-2,-1,-3,-3.0,13,97,-38,-5,-2.3
COc1ccc(NC(=O)c2cc(C(=O)Nc3ccc(OC)cc3OC)cc([N+](=O)[O-])c2)c(OC)c1,-5,-1,2,-1.7,2,100,1,0,-2.8
Nc1nc(SCC(=O)Nc2ccc(OC(F)(F)F)cc2)[nH]c(=O)c1NC(=O)c1ccc(Br)o1,18,4,1,0.5,5,100,-11,18,-1.3
Cc1ccc2cccc(S(=O)(=O)N3CCN(c4ccccc4F)CC3)c2n1,-24,-7,-3,0.8,0,93,-27,-13,-1.1
CC(c1ccco1)N(Cc1ccco1)C(=O)Nc1ccccc1 (stereo not drawn),23,6,-3,0.9,6,94,-3,-5,-2.9
CCOc1cc(CNCc2ccccn2)ccc1OCC(=O)NC(C)(C)C,6,19,10,-2.5,-1,90,3,-5,-3.6
CN(CC(=O)Nc1ccc(C#N)cc1)Cc1ccc(Cl)cc1Cl,-11,14,5,-4.6,-22,102,-14,-1,-3.0
C/C(CC(=O)Nc1cccc(Cl)c1C)=N\NC(=O)C(=O)NCC(C)C,2,6,0,-4.3,2,102,-13,4,-2.5
CC(NC(=O)NC12CC3CC(CC(C3)C1)C2)C1CCCO1 (stereo not drawn),5,1,-1,-3.3,3,99,-4,0,-4.2
COc1ccc(-c2cc3nc(C)cc(N4CC(C)CC(C)C4)n3n2)cc1 (stereo not drawn),-21,3,2,-1.7,-1,96,-3,-4,-4.8
CSc1nnc(C)c(=O)n1COC(=O)COc1ccc2ccccc2c1,3,6,11,0.0,1,103,7,-10,-4.2
COc1ccccc1CNC(=O)CCS(=O)(=O)c1ccc2c(c1)CCCN2C(C)=O,15,16,2,-3.0,2,107,-13,0,-3.4
CCSc1nsc(NC(=O)Nc2ccccc2F)n1,0,8,3,-3.0,3,100,-6,5,-2.4
COc1cc(/C=N/NC(=O)CCNC(=O)c2ccccc2Cl)ccc1O,15,-19,-4,-1.6,-11,98,-3,-5,-2.2
Cc1ccc(S(=O)(=O)CC(O)CN2CCCC2=O)cc1 (stereo not drawn),-5,-8,-2,-1.7,1,99,0,-11,-1.2
Cn1cc(/C=N/NC(=O)c2cc3cc(Br)ccc3o2)c2ccccc21,9,x,-2,-3.5,3,99,-9,-10,-1.7
COc1ccc(C2CC(=O)C(C(c3ccc(O)cc3)C3C(=O)CC(c4ccc(OC)cc4)CC3=O)C(=O)C2)cc1 (stereo not drawn),-10,-3,-6,-1.8,2,85,-14,15,-2.9
COc1nc(OCCNC(=O)Nc2ccccc2)nc(N(C)C)n1,13,14,2,-2.4,2,98,-10,3,-7.4
CN1CCN(CCOc2ccc(Cl)c(Cl)c2)CC1,12,41,0,-2.9,2,104,12,2,-2.5
CC1CCc2c(sc3[nH]c(=S)n(C)c(=O)c23)C1 (stereo not drawn),1,-6,3,-0.4,6,107,-8,10,-1.5
COc1cc(/C=N/NC(=O)c2ccccn2)ccc1OC(=O)c1cccs1,-5,4,4,-1.3,-2,104,-39,-3,-1.4
Cc1nc2ccc(S(=O)(=O)NC(CC(C)C)C(=O)O)cc2s1 (stereo not drawn),-2,1,9,-3.7,24,101,5,3,-3.7
COc1ccc(OC(C)C(=O)Nc2ccc([N+](=O)[O-])cc2)cc1 (stereo not drawn),4,4,0,-1.2,-4,101,8,-2,-1.4
C=CCn1c(CNC(=O)c2ccco2)nnc1SCC(=O)Nc1cccc(Br)c1,14,12,8,-3.5,2,97,-16,-5,-4.2
O=C(Cn1nnc(-c2ccccc2)n1)NCc1ccco1,23,13,-8,3.2,6,96,3,4,1.0
O=c1c2ccccc2cnn1Cc1n[nH]c(=S)n1-c1ccccc1Cl,4,19,1,5.3,38*,103,-12,-3,-4.6
Cc1ccc2cc3cc(C(=O)NCc4ccc5c(c4)OCO5)oc3nc2c1,15,8,x,-0.8,1,x,1,-4,-1.9
O=C1NCCCC1C(=O)N/N=C/c1ccccc1 (stereo not drawn),13,34,8,-2.2,-1,111,0,-1,-2.1
C[C@H]1CNC(=O)C(=O)N1C[C@H](Cc1ccc(O)cc1)NC(=O)CC12CC3CC(CC(C3)C1)C2,6,12,13,-2.0,1,103,-2,4,8.4*
Cc1sc2nc(SCC(=O)N(C)C)[nH]c(=O)c2c1C,15,10,3,1.7,-11,103,1,-5,-1.3
CCCNC(=O)N1CCC(C(=O)c2ccc(Cl)cc2)CC1,-16,18,5,1.3,6,106,-10,8,-1.9
CC1(C)SC2[C@H](NC(=O)C(NC(=O)N3CCNC3=O)c3ccccc3)C(=O)N2C1C(=O)O (stereo partly drawn),12,28,-4,-0.1,-2,94,-31,7,-2.2
CC1Cc2ccccc2N1Cc1ccc([N+](=O)[O-])cc1 (stereo not drawn),3,17,-3,-0.6,24,105,5,6,-0.4
N#Cc1cccc(NC(=O)Cn2c3[n+](c4ccc(C(F)(F)F)cc42)CCCCC3)c1,26,21,0,-4.9,0,117,11,-11,-1.9
CCC(=O)N1c2ccc(S(=O)(=O)NCc3ccco3)cc2CC1C (stereo not drawn),20,14,2,-0.1,8,101,-13,9,-1.1
Cc1ccc2cc(C(c3nnnn3Cc3ccccc3)N3CCN(c4ccccc4)CC3)c(=O)[nH]c2c1 (stereo not drawn),-3,14,-6,-1.8,5,90,-24,14,-1.2
COc1cccc(Cn2c(-c3cccs3)noc2=O)c1,0,-11,5,-1.2,-4,102,2,2,-1.5
C=CCNC(=S)NNC(=O)c1ccc([N+](=O)[O-])cc1,4,-6,4,-3.9,12,107,-11,6,-2.6
COc1cc(NS(=O)(=O)c2ccccc2)ccc1-n1nc(C)cc1C,8,1,0,-3.6,-1,102,-25,-5,-3.8
CCc1ccccc1NC(=O)C1CCCN(c2nn3c(=O)cc(C)nc3s2)C1 (stereo not drawn),3,13,-4,-1.5,2,98,-23,-18,-1.1
CCCC(C)NC(=O)c1sc2nc3n(c(=O)c2c1C)CCC3 (stereo not drawn),1,-36,3,-0.1,0,95,-7,11,-2.3
O=C(CCCn1cnc([N+](=O)[O-])n1)Nc1cc(Cl)ccc1O,9,-20,-2,-0.9,-6,95,3,2,-2.8
COc1ccc(NC(=O)CN2C(=O)CSC(C)C2=O)c(OC)c1 (stereo not drawn),-10,14,0,-2.2,0,107,-3,-3,-3.4
O=C1C(=O)N(CCN2CCOCC2)C(c2cccnc2)/C1=C(/O)c1ccc(Cl)cc1 (stereo not drawn),8,5,-1,-0.8,-5,98,-3,-3,-2.0
C=CCNC(=S)NNC(=O)c1ccc(OCC(C)C)cc1,6,-12,0,-4.2,12,99,-5,0,-1.6
O=C(c1ccc(Cl)c(S(=O)(=O)N2CCCC2)c1)N1CCN(c2ncccn2)CC1,10,5,-6,-3.4,3,94,-23,-4,-2.6
Cc1cc(-c2nnc3n2N=C(C(C)(C)C)CS3)n[nH]1,8,19,3,0.1,7,107,-14,13,-1.4
O=C(c1ccc(Br)s1)N1CCN(c2ncccn2)CC1,12,14,4,-0.8,-2,99,-11,-2,-3.1
O=C(O)CSCC(=O)NC1CCCc2ccccc21 (stereo not drawn),8,16,6,-4.3,-1,97,0,-3,-1.5
CCOCCCNC(=O)c1ccc2nc(-c3ccc(OC)c(OC)c3)c(-c3ccc(OC)c(OC)c3)nc2c1,5,20,3,-1.7,0,102,-47,-4,-3.5
COc1ccccc1/C=N/NC(=O)c1ccc(NC(=O)c2ccccc2Br)cc1,5,31,-3,-1.9,-6,94,-15,-5,-0.9
Cn1nc(-c2ccccc2)cc1NC(=O)Nc1ccc(F)cc1,1,x,-39,-0.9,-4,82,5,-14,0.0
CC1=CCC2C(=O)N(c3ccc(C)c(Br)c3)C(=O)C2C1 (stereo not drawn),16,18,1,-2.8,-5,103,-6,-7,-2.0

# In the list so far, these have a Cl atom.
SMILES,SUMO HTRF inh,NALP1 yeast inh,MEKK2mut PB1 HTS,VIM-2 inhibitor,M18AAP inhibitor,MEKK2wt PB1 HTS,DNA FID counter,NS3 helicase inh,IMP-1 inhibitor
CN(CC(=O)Nc1ccc(C#N)cc1)Cc1ccc(Cl)cc1Cl,-11,14,5,-4.6,-22,102,-14,-1,-3.0
C/C(CC(=O)Nc1cccc(Cl)c1C)=N\NC(=O)C(=O)NCC(C)C,2,6,0,-4.3,2,102,-13,4,-2.5
COc1cc(/C=N/NC(=O)CCNC(=O)c2ccccc2Cl)ccc1O,15,-19,-4,-1.6,-11,98,-3,-5,-2.2
CN1CCN(CCOc2ccc(Cl)c(Cl)c2)CC1,12,41,0,-2.9,2,104,12,2,-2.5
O=c1c2ccccc2cnn1Cc1n[nH]c(=S)n1-c1ccccc1Cl,4,19,1,5.3,38*,103,-12,-3,-4.6
CCCNC(=O)N1CCC(C(=O)c2ccc(Cl)cc2)CC1,-16,18,5,1.3,6,106,-10,8,-1.9
O=C(CCCn1cnc([N+](=O)[O-])n1)Nc1cc(Cl)ccc1O,9,-20,-2,-0.9,-6,95,3,2,-2.8
O=C1C(=O)N(CCN2CCOCC2)C(c2cccnc2)/C1=C(/O)c1ccc(Cl)cc1 (stereo not drawn),8,5,-1,-0.8,-5,98,-3,-3,-2.0
O=C(c1ccc(Cl)c(S(=O)(=O)N2CCCC2)c1)N1CCN(c2ncccn2)CC1,10,5,-6,-3.4,3,94,-23,-4,-2.6
